DNA FID counter – compounds displacing fluorescent DNA intercalator, primary screen, artefact control for HCV NS3 helicase inhibitor project, biochemical, FID fluorescence; 290,000 compounds, 0.17% hits; DNA fluorescent intercalator displacement; inhibition, % at 7.9 µM; AID 1845, 2009; in the data active = inhibition above about 37%;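 also: 0% = vehicle and 100% = reference compound; higher means more ethidium bromide displaced from hairpin DNA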
IDE cell inh – human IDE inhibitors in live cells, primary screen, fluorescence polarization, HEK cells, FAbetaB substrate; Insulin-degrading enzyme (Homo sapiens), P14735; FAbetaB cleavage; inhibition, % at 5.59 µM; 320,000 compounds, 0.41% hits; AID 434962, 2010;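 active = percent inhibition above the average of all tested compounds plus 3 SD, set per screening campaign, cut at about 16% in these data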;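 also: IDE supplied by intact live HEK cells; FP after avidin binding of uncleaved biotin substrate so inhibition keeps polarization high; 0% = DMSO wells and 100% = 60 µM reference IDE inhibitor Ii1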
HCV NS3 hel inh – inhibitors of HCV NS3 helicase, primary screen, biochemical, Cy5 molecular beacon fluorescence; NS3 helicase DNA unwinding; Hepatitis C virus NS3 helicase; inhibition, % at 10.9 µM; 290,000 compounds, 0.56% hits;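 active = inhibition above the mean of all tested compounds plus 3 SD, set per campaign, cut at about 35% in these data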;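 also: 0% = DMSO wells and 100% = thioflavine S control wells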
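System: HCV NS3 helicase fragment; control set: DMSO and thioflavine S; technique: Cy5 fluorescence at 0 and 60 min, beacon hairpin quenching; reagent: beacon DNA duplex substrate plus ATP; replicates: singlicate; schedule: 1 h reaction at 25 °C, ATP-initiated; medium: MOPS buffer pH 6.5 with MgCl2, DTT, Tween20, BSA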
pCIP destab – p/CIP-EGFP fusion destabilizers, primary screen, fluorescence, F442A cells; 16 h; decrease of EGFP signal, % at 10 µM; 290,000 compounds, 0.01% hits; AID 1984, 2009;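 active = EGFP signal decrease of at least 30% at 10 µM or well 3 SD below plate mean, unless failing retest; inactive = the rest, including hits failing retest or dose response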; also: some compounds called inactive have numbers as strong as hits; many of its hits are not listed in these tables
Target sequence (Q05BA5 1-1403): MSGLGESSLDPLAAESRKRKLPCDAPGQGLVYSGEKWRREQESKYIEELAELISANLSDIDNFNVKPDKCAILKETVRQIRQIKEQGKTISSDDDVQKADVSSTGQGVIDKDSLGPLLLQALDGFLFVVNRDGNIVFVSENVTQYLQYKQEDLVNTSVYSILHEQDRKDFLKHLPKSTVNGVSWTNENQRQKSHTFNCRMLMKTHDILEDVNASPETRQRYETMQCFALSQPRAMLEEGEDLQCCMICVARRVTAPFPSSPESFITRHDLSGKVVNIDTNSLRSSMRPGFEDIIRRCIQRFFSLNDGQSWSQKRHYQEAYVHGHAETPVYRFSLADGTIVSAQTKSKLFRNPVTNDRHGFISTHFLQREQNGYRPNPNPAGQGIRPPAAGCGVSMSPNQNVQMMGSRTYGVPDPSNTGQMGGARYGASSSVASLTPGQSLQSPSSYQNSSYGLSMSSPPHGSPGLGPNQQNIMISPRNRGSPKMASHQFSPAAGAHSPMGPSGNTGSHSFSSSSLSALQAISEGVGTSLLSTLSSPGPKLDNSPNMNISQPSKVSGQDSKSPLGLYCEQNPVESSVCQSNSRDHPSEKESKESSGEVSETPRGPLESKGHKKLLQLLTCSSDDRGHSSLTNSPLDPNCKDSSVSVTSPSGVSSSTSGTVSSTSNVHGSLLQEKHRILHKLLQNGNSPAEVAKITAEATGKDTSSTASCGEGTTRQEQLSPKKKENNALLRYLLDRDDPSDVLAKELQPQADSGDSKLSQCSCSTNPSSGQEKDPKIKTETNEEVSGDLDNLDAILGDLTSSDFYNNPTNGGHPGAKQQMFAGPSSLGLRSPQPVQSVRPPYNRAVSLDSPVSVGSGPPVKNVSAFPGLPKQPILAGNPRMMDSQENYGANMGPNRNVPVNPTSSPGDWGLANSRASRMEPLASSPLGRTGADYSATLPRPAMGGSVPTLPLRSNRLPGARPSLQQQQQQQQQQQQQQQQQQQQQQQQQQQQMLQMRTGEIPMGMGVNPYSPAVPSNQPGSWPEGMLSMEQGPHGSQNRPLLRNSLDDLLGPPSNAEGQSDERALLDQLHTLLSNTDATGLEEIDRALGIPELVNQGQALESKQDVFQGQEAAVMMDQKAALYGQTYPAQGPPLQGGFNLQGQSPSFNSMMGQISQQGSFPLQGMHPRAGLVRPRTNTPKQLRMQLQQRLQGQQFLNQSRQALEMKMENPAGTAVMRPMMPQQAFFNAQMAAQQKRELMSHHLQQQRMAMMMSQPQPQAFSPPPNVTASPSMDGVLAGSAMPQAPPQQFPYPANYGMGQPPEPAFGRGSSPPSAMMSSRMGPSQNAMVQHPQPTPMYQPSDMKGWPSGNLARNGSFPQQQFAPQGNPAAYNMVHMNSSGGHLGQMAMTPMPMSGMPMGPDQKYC
VIM-2 inh – VIM-2 metallo-beta-lactamase inhibitors, primary screen, biochemical, epi-absorbance readout, Pseudomonas aeruginosa enzyme; purified VIM-2, nitrocefin hydrolysis, epi-absorbance fluorescence; inhibition, % at 5.6 µM; 290,000 compounds, 0.89% hits; AID 1527, 2009;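 active = inhibition above the mean of all tested compounds plus 3 SD, cutoff set per screening run, cut at about 7.5% in these data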;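 also: red hydrolysis product quenches plate fluorescence so inhibitors raise well fluorescence; 0% = enzyme with DMSO and 100% = DMSO without enzyme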
SUMO HTRF inh – inhibitors of in vitro SUMOylation cascade, primary screen, biochemical, HTRF, uHTS. SUMO-conjugating enzyme UBC9 (Homo sapiens), P63279. inhibition, % at 35 µM. 290,000 compounds, 0.36% hits. AID 2006, 2009. HTRF SUMOylation assay, SAE1/SAE2 + UBC9; in the data active = inhibition above about 50%, passing the limit was not always enough; also: strong numbers were not always called active
PfM18AAP inh – PfM18AAP inhibitors, malaria aminopeptidase, primary screen, biochemical, QFRET, recombinant enzyme; M18 aspartyl aminopeptidase (Plasmodium falciparum 3D7); H-Glu-NHMec fluorogenic cleavage; inhibition, % at 7.35 µM; 290,000 compounds, 1.2% hits;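 active = inhibition above the campaign mean inhibition over all tested compounds plus 3 SD, cut at about 28% in these data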;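 also: 0% = plate median of test compound wells and 100% = 2 mM ZnCl2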
IMP-1 inhibitor – IMP-1 metallo-beta-lactamase inhibitors, primary screen, biochemical, epi-absorbance readout, Pseudomonas aeruginosa enzyme. metallo-beta-lactamase IMP-1 (Pseudomonas aeruginosa). purified IMP-1, nitrocefin hydrolysis, epi-absorbance fluorescence. inhibition, % at 5.6 µM. 290,000 compounds, 0.45% hits. AID 1556, 2009;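 active = inhibition above the mean plus 3 SD of all compounds in the same screening run, cut at about 4.5% in these data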;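 also: 0% = IMP-1 with DMSO and 100% = DMSO wells lacking enzyme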
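Material – recombinant IMP-1 enzyme, purified · Amount – IMP-1 0.2 nM before substrate addition · Medium – HEPES buffer pH 7.1 with ZnSO4 and Brij 35 · Timing – 25 °C, 15 min preincubation, 25 min reaction · Measured by – plate fluorescence quenching by hydrolysis product, ex 480/em 530 nm · Read-out – percent enzyme inhibition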
IDE act – human IDE activators in live cells, primary screen, fluorescence polarization, HEK cells, FAbeta-B substrate; FAbeta-B cleavage; 0% vehicle, 100% cell-free pure enzyme wells; activation, % at 5.96 µM; 340,000 compounds, 0.073% hits; AID 493087, 2011;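 active = activation above the mean of all tested compounds plus 3 SD, set per screening campaign, cut at about 17% in these data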
Active calls of the source: *; . = no result given.

SMILES	DNA FID counter	IDE cell inh	HCV NS3 hel inh	pCIP destab	VIM-2 inh	SUMO HTRF inh	PfM18AAP inh	IMP-1 inhibitor	IDE act
Cn1cccc1CC(=O)NNC(=O)Nc1cccc(Cl)c1	-10	-3	38*	-3	-1.8	1	-8	-2.8	2
O=C(c1cccc(S(=O)(=O)Nc2ccccc2F)c1)N1CCN(c2ccccc2F)CC1	-21	10	-1	10	-2.1	-11	5	-0.1	2
CC(C)(C#N)Cc1cc(CC(C)(C)C#N)cc(C(C)(C)C)c1	-39	-2	-5	4	-1.2	-12	-1	-2.9	-1
COc1ccccc1CNC(=O)CCCNC(=O)c1ccc(Cl)cc1	-17	3	3	-8	-1.3	14	-3	-1.3	3
CCC1CCc2sc(C(=O)NCc3ccccn3)cc2C1 (stereo unspecified)	-34	-3	-8	-18	-4.7	-7	1	-3.6	6
O=C(O)c1ccccc1OCC1CCCO1 (stereo unspecified)	-4	-1	7	2	-1.6	-1	-2	-2.3	3
COc1ccc(CNC(=O)Nc2cccc(Cl)c2)cc1	-2	.	-2	-14	-2.3	3	2	-2.0	1
CCC(=O)Nc1c(-c2ccc(OC)cc2)c(=O)c2ccccc2n1C	1	-3	-6	-8	-1.3	12	0	-0.3	0
N#Cc1cnc(Nc2nc3ccccc3o2)nc1-c1ccccc1	-1	-4	-3	10	-3.7	22	0	-5.0	-1
Cc1[nH]c2ccccc2c1SCC(=O)N1CCCc2ccccc21	-19	2	-9	-18	-1.9	8	0	3.1	1
CCC(C)Nc1nc(N)c([N+](=O)[O-])c(N2CCCCCC2)n1 (stereo unspecified)	-24	3	-2	1	-1.6	-2	0	-4.0	4
CC(=O)N1CCN(c2ccc(NC(=O)c3ccc(Cl)c([N+](=O)[O-])c3)cc2)CC1	-15	1	-11	-5	-1.2	17	0	-2.3	-4
Cc1nn2c(=S)[nH]nc2[nH]c1=O	0	5	-10	2	-0.2	-4	7	-1.9	-6
COc1ccc(N2C(=O)C3CCCN3C2c2cc(OC)c(OC)cc2OC)cc1 (stereo unspecified)	1	0	4	1	1.7	-5	-3	-1.7	7
O=C(Oc1ccccc1)c1cc2ccccc2oc1=O	1	-7	-13	-4	-1.9	3	0	-3.2	3
CCOC(=O)C1(CCOc2ccccc2)CCN(S(=O)(=O)N(C)C)CC1	-32	-1	8	-6	-2.8	-6	-11	-4.5	3
CCN1CCN(C(=O)C2CCN(S(=O)(=O)c3ccc(SC)cc3)CC2)CC1	3	10	8	-11	-1.7	-1	6	-1.7	6
CC(C)Cn1c(SCC(=O)Nc2cccc(S(N)(=O)=O)c2)nc2ccccc2c1=O	-8	-6	-5	4	1.3	-10	-11	0.2	2
Cc1cc(C)n(-c2nc3c(c(=O)[nH]c(=O)n3C)n2CC(O)COc2ccccc2)n1 (stereo unspecified)	-25	-1	6	32	-1.4	-1	1	-5.2	4
Cc1ccc(C)c(-n2c(SCC(=O)O)nc3sc4c(c3c2=O)CCCC4)c1	-25	-3	37*	-3	0.8	4	1	-0.2	-3

Record cards (already shown). Screens in order: DNA FID counter, IDE cell inh, HCV NS3 hel inh, pCIP destab, VIM-2 inh, SUMO HTRF inh, PfM18AAP inh, IMP-1 inhibitor, IDE act
CCN1CCN(C(=O)C2CCN(S(=O)(=O)c3ccc(SC)cc3)CC2)CC1 is listed with 3, 10, 8, -11, -1.7, -1, 6, -1.7, 6
COc1ccccc1CNC(=O)CCCNC(=O)c1ccc(Cl)cc1 is listed with -17, 3, 3, -8, -1.3, 14, -3, -1.3, 3
CC(C)Cn1c(SCC(=O)Nc2cccc(S(N)(=O)=O)c2)nc2ccccc2c1=O is listed with -8, -6, -5, 4, 1.3, -10, -11, 0.2, 2
CCOC(=O)C1(CCOc2ccccc2)CCN(S(=O)(=O)N(C)C)CC1 is listed with -32, -1, 8, -6, -2.8, -6, -11, -4.5, 3
N#Cc1cnc(Nc2nc3ccccc3o2)nc1-c1ccccc1 is listed with -1, -4, -3, 10, -3.7, 22, 0, -5.0, -1

Continuation:
SMILES	DNA FID counter	IDE cell inh	HCV NS3 hel inh	pCIP destab	VIM-2 inh	SUMO HTRF inh	PfM18AAP inh	IMP-1 inhibitor	IDE act
O=C(CSc1nc(-c2ccccc2)c(-c2ccccc2)[nH]1)N1CCN(S(=O)(=O)c2ccccc2)CC1	-4	1	-15	-2	-2.9	-2	-3	-3.6	2
O=CNCCCc1nc2ccccc2n1Cc1ccccc1	-8	3	0	-15	-2.8	-1	3	-2.9	3
CC(C)c1nnc(NC(=O)CCC(=O)N2CCN(Cc3ccccc3)CC2)s1	-14	8	9	4	0.0	-7	-8	-4.9	0
CCc1ccc2[nH]c(=O)c(C(c3nnnn3CC3CCCO3)N3CCN4CCCC4C3)cc2c1 (stereo unspecified)	-1	1	-12	-5	-3.0	8	-2	-4.8	-2
O=C(CS(=O)c1ccccc1[N+](=O)[O-])Oc1ccc(Br)cc1 (stereo unspecified)	4	-3	-1	-9	-2.4	7	4	-2.6	3
O=C(NCc1ccc2c(c1)OCO2)c1ccc(S(=O)(=O)N2CCCCC2)cc1	-13	2	-2	3	0.6	0	2	-0.2	1
Cc1ccc(C(=O)C(OC(=O)CN2C(=O)c3ccccc3C2=O)c2ccccc2)cc1 (stereo unspecified)	-10	4	-19	0	-1.8	4	-8	-0.7	7
O=C(CSc1nc(NS(=O)(=O)c2ccccc2)cc(=O)[nH]1)Nc1cccc(C(F)(F)F)c1	1	.	3	-6	-2.1	0	-4	0.1	-3
CCCC(=O)c1cc2c(cc1NC(=O)c1cccs1)OCCO2	7	3	0	-29	-0.7	31	-7	0.6	2
O=C1CCC([N+](=O)[O-])C(c2ccccc2Br)N1 (stereo unspecified)	-1	1	1	-13	-1.9	-5	-2	-1.2	1
O=C(CSc1nc2ccc([N+](=O)[O-])cc2s1)NC1CCS(=O)(=O)C1 (stereo unspecified)	3	-1	3	8	-0.4	13	-6	-2.3	-1
CS(=O)(=O)c1ccccc1COC(=O)Nc1ccc(Cl)cc1	-5	-2	-1	0	-1.0	-9	-2	-2.9	-3
Nc1nonc1-c1noc(CCCCCN2C(=O)c3ccccc3C2=O)n1	-13	7	18	-9	-1.1	10	6	-2.2	3
O=C(/C=C/c1ccccc1)Nc1ccc(S(=O)(=O)N2CCOCC2)cc1	-16	0	-5	-7	-2.2	14	-7	-1.1	-3
O=S(=O)(c1ccc(Cl)cc1)c1nc(-c2ccco2)oc1N1CCCCC1	-31	-4	-2	21	-1.4	-3	0	-1.6	-2
COC(=O)c1sc2ccccc2c1NC(=O)c1coc2ccccc2c1=O	-2	3	-11	-8	-1.6	20	-7	-2.3	6
CC(=O)Nc1ccc(S(=O)(=O)NC2=NCN(C)CN2)cc1	12	-3	6	-2	0.6	-1	-2	-2.2	-4
CCOC(=O)CSc1nnc(CNC(=O)c2cccs2)n1-c1cc(C)ccc1C	-26	1	1	-16	-0.9	20	-5	0.8	0
COc1cc(/C=N/NC(N)=O)ccc1OCC(=O)Nc1cc(C)c(C)cc1Br	-4	-4	1	-16	-0.3	12	-13	0.7	0
C[C@@H]1C=CC(=O)O[C@@H]1c1ccc(C(F)(F)F)cc1	-9	0	-6	-4	-2.4	6	-2	-1.1	.

Among those listed so far, these contain a CF3 group.
SMILES	DNA FID counter	IDE cell inh	HCV NS3 hel inh	pCIP destab	VIM-2 inh	SUMO HTRF inh	PfM18AAP inh	IMP-1 inhibitor	IDE act
O=C(CSc1nc(NS(=O)(=O)c2ccccc2)cc(=O)[nH]1)Nc1cccc(C(F)(F)F)c1	1	.	3	-6	-2.1	0	-4	0.1	-3
C[C@@H]1C=CC(=O)O[C@@H]1c1ccc(C(F)(F)F)cc1	-9	0	-6	-4	-2.4	6	-2	-1.1	.

(list continues)
SMILES	DNA FID counter	IDE cell inh	HCV NS3 hel inh	pCIP destab	VIM-2 inh	SUMO HTRF inh	PfM18AAP inh	IMP-1 inhibitor	IDE act
COc1ccc(Cl)c2c1[nH]c1nc(SCc3ccccn3)nnc12	4	6	-6	0	13*	-8	18	1.3	3
COc1ccc(C(=O)CN2CC(C)SC2=Nc2ccc(Cl)cc2)cc1 (stereo unspecified)	0	-4	-19	-1	-2.7	-12	-1	-0.2	4
O=S(=O)(c1cccs1)N1CN(Cc2ccc(F)cc2)c2nc3ccccc3nc21	-1	4	50*	-18	1.4	22	-17	-1.2	1
COc1ccc(-c2nc3c([nH]2)c(=O)n(C)c(=O)n3C)c(OC)c1	-1	-2	9	2	0.8	-11	-11	-1.1	2
COc1ccccc1N1C(=O)CCC1(C#N)c1ccc(Br)cc1 (stereo unspecified)	-14	2	2	-12	-1.9	-2	2	-4.0	2
Cc1ccc(C)c(S(=O)(=O)N2CCC3(CC2)OCCO3)c1	-12	-2	0	-14	-1.1	9	-2	-1.1	-3
COc1ccc(CNC(=O)[C@H](C)NC(=O)C2CCN(C(=O)[C@@H](N)Cc3ccccc3)CC2)cc1	-3	9	-12	14	-2.9	-9	1	-4.3	7
COc1ccc(/C=C(\NC(=O)c2ccc([N+](=O)[O-])cc2)C(=O)N2CCOCC2)cc1	-9	5	4	-19	-1.3	-12	-3	-1.9	-4
Cc1nn(Cc2nnc(SCC(=O)Nc3ccc(Cl)cc3)n2C)c(C)c1[N+](=O)[O-]	-13	4	-2	-16	-3.3	16	2	-3.1	.
CCc1c(C(=O)Nc2ccncc2)csc1C	1	-4	0	-2	-4.1	13	1	-3.4	-6
CCOC(=O)N1CCC(NC(=O)c2ccc(NC(=O)C3CCCO3)cc2)CC1 (stereo unspecified)	-18	1	9	-9	-5.0	25	0	-4.0	5
O=C(Nc1nnc(C2CC2)s1)C1Cc2ccccc2CN1C(=O)c1ccco1 (stereo unspecified)	-24	4	19	8	-7.8	16	0	-4.9	1
CCCCc1nnc(NC(=O)CSCc2cc(=O)n3c(C)csc3n2)s1	-18	-3	7	-14	-1.7	.	-7	-0.8	4
COc1ccc(S(=O)(=O)Nc2nncs2)cc1	1	0	0	-1	-0.8	6	-2	-1.3	4

Given comma-delimited: 2 of the compounds above
mol,DNA FID counter,IDE cell inh,HCV NS3 hel inh,pCIP destab,VIM-2 inh,SUMO HTRF inh,PfM18AAP inh,IMP-1 inhibitor,IDE act
COc1ccc(/C=C(\NC(=O)c2ccc([N+](=O)[O-])cc2)C(=O)N2CCOCC2)cc1,-9,5,4,-19,-1.3,-12,-3,-1.9,-4
Cc1nn(Cc2nnc(SCC(=O)Nc3ccc(Cl)cc3)n2C)c(C)c1[N+](=O)[O-],-13,4,-2,-16,-3.3,16,2,-3.1,.

Screening results: PubChem BioAssay, several laboratories
